Compound activity from PubChem BioAssay.
Tb MetRS inh – Trypanosoma brucei MetRS inhibition | inhibition, % at 11.9 µM | hit rate 0.4% among 360,000 | purified T. brucei MetRS, ATP depletion, Kinase-Glo luminescence | AID 624268;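 active = inhibition above a per-plate cutoff of the control wells' mean inhibition plus 3 SD, cut at about 5.5% in these data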;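 also: 0% = DMSO wells median and 100% = median of wells with control inhibitor compound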
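technique = Kinase-Glo luminescence, ATP depletion format | system = purified MetRS (methionyl-tRNA synthetase) enzyme from Trypanosoma brucei | timing = 15 min preincubation, 2 h reaction, all 25 °C | evaluation = percent inhibition versus plate control medians | dosing = single dose, 11.9 µM final nominal, 0.9% final DMSO | also added = substrates ATP, L-methionine and bulk Escherichia coli tRNA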
MLLE-PAM2 inh – blocks PAM2 peptide binding to the PABP1 MLLE domain; P11940; GST-MLLE / FITC-PAM2 fluorescence polarization; inhibition, % at 20 µM; hit rate 0.36% among 360,000; AID 588489; in the data active = inhibition above about 35%, passing the limit was not always enough;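 also: plate controls were DMSO wells with GST-MLLE for no effect and wells lacking GST-MLLE protein for full effect; some results filed as inactive read as strong as hits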
Target sequence (P11940 whole entry, looked up, the tested form may be a part): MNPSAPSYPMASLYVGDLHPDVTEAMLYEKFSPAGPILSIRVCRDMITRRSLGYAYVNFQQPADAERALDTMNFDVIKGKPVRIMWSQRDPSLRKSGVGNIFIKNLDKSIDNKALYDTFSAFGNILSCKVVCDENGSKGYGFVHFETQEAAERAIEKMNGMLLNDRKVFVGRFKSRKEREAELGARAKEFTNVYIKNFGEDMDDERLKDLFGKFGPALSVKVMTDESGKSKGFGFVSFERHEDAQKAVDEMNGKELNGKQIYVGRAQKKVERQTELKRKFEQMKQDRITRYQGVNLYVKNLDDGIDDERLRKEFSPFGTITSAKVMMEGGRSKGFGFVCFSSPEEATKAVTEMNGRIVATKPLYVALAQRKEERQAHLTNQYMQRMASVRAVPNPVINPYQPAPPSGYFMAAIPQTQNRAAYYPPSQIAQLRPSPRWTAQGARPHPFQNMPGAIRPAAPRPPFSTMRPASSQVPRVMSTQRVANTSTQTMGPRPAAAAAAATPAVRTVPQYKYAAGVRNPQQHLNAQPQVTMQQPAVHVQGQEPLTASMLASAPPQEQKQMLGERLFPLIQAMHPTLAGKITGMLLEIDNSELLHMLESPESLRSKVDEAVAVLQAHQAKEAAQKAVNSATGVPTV
eLon inh – E. coli protease La inhibition; hit rate 0.42% among 360,000; inhibition, % at 7.94 µM; purified E. coli Lon protease, fluorescence polarization; P0A9M0; in the data active = inhibition above about 13%, passing the limit was not always enough;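 also: 0% = enzyme with probe and DMSO and 100% = no enzyme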
CendR NRP1 mod – NRP-1/CendR interaction modulation. hit rate 0.85% among 360,000. AID 602438. inhibition, % at 25 µM. FAM-RPARPAR peptide binding to NRP-1, fluorescence polarization;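 active = inhibition or corrected inhibition above about 18%, plus a signal ratio from 0.5 to 1.5, limit read from the data, passing the limit was not always enough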; also: strong numbers were not always called active
FAS-TE inh – FAS thioesterase (human) inhibition. P49327. recombinant FAS-TE, OMFH fluorogenic substrate, fluorescence endpoint. inhibition, % at 15 µM. hit rate 0.67% among 360,000;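 active = compounds whose normalised, plate-corrected inhibition of enzyme fluorescence in the single-dose primary screen is 50% or more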;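 also: 0% = DMSO with enzyme and 100% = substrate without enzyme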
MsrA inh – inhibitors of bovine MsrA; AID 651718; hit rate 0.75% among 360,000; purified bovine MsrA, absorbance read-out; inhibition, % at 15.5 µM; in the data active = inhibition above about 4.5%;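 also: 0% = vehicle wells with enzyme and 100% = reference inhibitor wells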
bovine MsrA act – activators of bovine methionine sulfoxide reductase A. hit rate 0.3% among 360,000. activation, % at 10.6 µM. purified bovine MsrA, absorbance read-out; in the data active = activation above about 7.5%;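 also: 0% = vehicle and 100% = reference activator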
SKN-1 inh – blocks SKN-1 activity in C. elegans; inhibition, % at 21.8 µM; hit rate 0.49% among 360,000; C. elegans VP596 Pgst-4::GFP/RFP ratio, acrylamide-induced, 24 h;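 active = interference check ratio from 0.5 to 1.5 plus GFP to RFP signal ratio inhibition reaching or exceeding a fixed threshold, cut at about 30% in these data, passing the limit was not always enough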; also: some compounds called inactive have numbers as strong as hits
MT1-MMP act inh – inhibitors of human MT1-MMP activation; HT1080 RFP-PRO-GFP cells, GFP/RFP ratio fluorescence, overnight; percent of plate control window, DMSO zero; GFP/RFP ratio change, % at 20 µM; hit rate 0.061% among 360,000; AID 651647;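 active = GFP/RFP ratio change of at least 30% with cell ATP level not reduced by more than half and red fluorescence within 50% of control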; also: strong numbers were not always called active
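Assay system: RFP-PRO-GFP reporter HT1080 cells; read-out basis: GFP/RFP fluorescence ratio; benchmarks: DMSO wells and RFP-L50D-GFP cells; doses: 20 µM single dose, 1% DMSO; schedule: overnight cell settling, then overnight compound exposure, 37 °C, 5% CO2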
Active calls of the source: *; x = no result given.

| Compound | MT1-MMP act inh | FAS-TE inh | MLLE-PAM2 inh | eLon inh | MsrA inh | bovine MsrA act | Tb MetRS inh | SKN-1 inh | CendR NRP1 mod |
| --- | --- | --- | --- | --- | --- | --- | --- | --- | --- |
| COc1ccc(NC(=O)C(=O)c2cn(CC(=O)N3CCCC3)c3ccccc23)c(OC)c1 | 1 | 15 | 15 | 2 | 0.8 | -10 | -0.3 | 19 | -5 |
| COc1ccccc1CNC(=O)/C=C/C(=O)O | -1 | -2 | -1 | -16 | 0.2 | -1 | 4.5 | 3 | 21 |
| Cc1cccc(C(C(=O)NCc2ccc(F)cc2)N(C(=O)c2csnn2)C2CC2)c1 (stereo not given) | -1 | 10 | 13 | -4 | 0.0 | -5 | -0.5 | 7 | 5 |
| C=C(C)C1CCC(C)=C1COC(=O)Nc1ccccc1 (stereo not given) | -7 | 21 | -8 | 2 | -1.5 | -3 | -0.4 | 2 | 12 |
| CC1CCN(c2ccc([N+](=O)[O-])cc2C(=O)O)CC1 | 6 | -7 | 10 | -1 | 0.7 | 0 | 0.2 | 4 | -9 |
| CCC(c1nnnn1C1CCCC1)N1CCN(c2ccccc2F)CC1 (stereo not given) | -1 | 3 | -2 | 2 | 1.1 | -3 | -1.4 | -2 | -4 |
| COc1ccc(-c2nnc(SCC(=O)c3ccc[nH]3)n2-c2ccccc2)cc1 | -3 | -8 | -77 | -21 | -0.6 | -1 | -0.3 | 9 | 1 |
| O=c1c(O)c(-c2cccs2)oc2ccc(Cl)cc12 | -282 | -8 | 8 | -70 | 0.1 | -5 | -0.8 | 5 | -104 |
| Cn1c(=O)c2c(nc(Oc3ccc4c(c3)OCO4)n2Cc2ccc(Cl)cc2)n(C)c1=O | 1 | 6 | 0 | -9 | -0.4 | -10 | -1.0 | -25 | -2 |
| COc1ccc(-c2nc(C#N)c(NCCCN(C)C)o2)cc1OC | 0 | -4 | -3 | -3 | 4.0 | -3 | -0.4 | 3 | -13 |
| O=C(Cn1cnc2c(cnn2-c2ccc(F)cc2)c1=O)N1CCN(c2ccccc2)CC1 | 6 | 11 | -6 | -5 | -0.7 | -4 | -1.7 | -1 | -5 |
| C[C@@H]1CN([C@@H](C)CO)C(=O)Cc2cc(NC(=O)Nc3cccc4ccccc34)ccc2O[C@@H]1CN(C)Cc1ccc(C(F)(F)F)cc1 | 9 | 28 | 6 | 11 | -0.5 | 1 | -0.3 | 6 | 0 |
| COC(=O)C(C)Sc1ncnc2c1nnn2-c1ccc(F)cc1 (stereo not given) | 0 | -12 | 20 | -5 | -0.2 | 3 | 0.3 | -7 | -15 |
| CC(C)Oc1ccc(CCc2nnc(SCC(=O)O)n2-c2ccccc2)cc1 | -3 | -2 | -1 | 3 | 1.3 | -3 | 0.3 | 7 | 7 |
| CCOC(=O)c1c(-c2cccc(C)c2)csc1NC(=O)c1c(-c2ccccc2)noc1C | -10 | 10 | -11 | -3 | -0.2 | -8 | -0.1 | -1 | -16 |

Quoted from the listing:
CC(C)Oc1ccc(CCc2nnc(SCC(=O)O)n2-c2ccccc2)cc1 in eLon inh: 3
CC1CCN(c2ccc([N+](=O)[O-])cc2C(=O)O)CC1 in FAS-TE inh: -7

Continued:
| Compound | MT1-MMP act inh | FAS-TE inh | MLLE-PAM2 inh | eLon inh | MsrA inh | bovine MsrA act | Tb MetRS inh | SKN-1 inh | CendR NRP1 mod |
| --- | --- | --- | --- | --- | --- | --- | --- | --- | --- |
| COc1ccc(NC(=O)c2ccco2)cc1NC(=O)COc1ccccc1[N+](=O)[O-] | -1 | 4 | 6 | -8 | -1.1 | -1 | -0.3 | 23 | -15 |
| Cc1ccc(C)c(N2CCN(C(C(=O)NC3CCCC3)C(C)C)CC2)c1 (stereo not given) | -7 | x | x | x | 1.2 | x | -1.2 | -13 | -1 |
| COc1ccc(N=C2C(=Nc3ccc(OC)cc3)N(c3ccc(OC)cc3)C(=S)N2C)cc1 | -7 | 29 | 20 | -13 | x | -2 | 0.1 | 7 | -8 |
| COCOc1ccc(-c2cc(=O)c3c(O)cc(OCOC)cc3o2)cc1 | 0 | 22 | -2 | -4 | -0.7 | -2 | 0.1 | 8 | -15 |
| NC(=O)/C(=N\O)c1ccccc1 | -3 | -7 | -4 | 3 | -0.6 | 3 | 0.6 | 13 | -10 |
| Cc1ccc(OCCn2cc(/C=C(\C#N)C(=O)NCC3CCCO3)c3ccccc32)cc1C (stereo not given) | -6 | 20 | 13 | -5 | 0.7 | 0 | -0.7 | 17 | -2 |
| CCCn1cnc2c(SCc3ccccn3)nc(N)nc21 | -3 | -10 | 5 | -6 | 1.2 | -7 | -0.4 | -4 | 1 |
| CCO[C@@H]1c2c(ccc3ccc(=O)oc23)OC(C)(C)[C@@H]1O | 1 | -11 | 9 | -4 | 0.6 | -4 | -0.2 | 0 | 32* |
| O=C(N/N=C/c1ccc(-c2ccccc2[N+](=O)[O-])o1)[C@H]1C[C@@H]1c1ccccc1 | -2 | 5 | 5 | 14 | 2.2 | -4 | 2.7 | 9 | -12 |
| COc1ccccc1N(C(=O)CNC(=O)c1ccco1)C(C(=O)NC1CCCC1)c1ccncc1 (stereo not given) | 1 | -6 | 4 | -3 | -1.0 | -2 | -0.1 | -24 | 3 |
| O=C1CN(C(=O)CSc2nc(-c3ccc(Cl)cc3)cs2)c2ccccc2N1 | -2 | 41 | 2 | 9 | 0.6 | 0 | -0.7 | -5 | 3 |
| CC(C)C[C@H]1CN(CCCC[C@@H]2CNC(=O)C(=O)N2Cc2ccccc2)C(=O)C(=O)N1CCC1CCCCC1 | 5 | -2 | x | -10 | -0.8 | 7 | -0.2 | -5 | 3 |
| Nc1nnnn1CC(=O)N/N=C/c1ccccn1 | 3 | -4 | -2 | 4 | -0.6 | -3 | 0.2 | 17 | 10 |
| CCN(CC)S(=O)(=O)c1ccc(C)c(NC(=O)COc2ccc(Cl)cc2Br)c1 | -3 | 2 | -14 | -1 | 0.1 | 2 | 0.5 | -7 | 15 |
| O=C(C1CC(=O)N(c2ccccc2)C1)N1CCN(C2=NS(=O)(=O)c3ccccc32)CC1 (stereo not given) | 3 | -11 | -2 | -10 | 0.3 | -3 | -0.6 | 6 | 3 |

Some of these compounds in order of molar mass, highest first:
| Compound | MT1-MMP act inh | FAS-TE inh | MLLE-PAM2 inh | eLon inh | MsrA inh | bovine MsrA act | Tb MetRS inh | SKN-1 inh | CendR NRP1 mod |
| --- | --- | --- | --- | --- | --- | --- | --- | --- | --- |
| Cn1c(=O)c2c(nc(Oc3ccc4c(c3)OCO4)n2Cc2ccc(Cl)cc2)n(C)c1=O | 1 | 6 | 0 | -9 | -0.4 | -10 | -1.0 | -25 | -2 |
| O=c1c(O)c(-c2cccs2)oc2ccc(Cl)cc12 | -282 | -8 | 8 | -70 | 0.1 | -5 | -0.8 | 5 | -104 |
| Nc1nnnn1CC(=O)N/N=C/c1ccccn1 | 3 | -4 | -2 | 4 | -0.6 | -3 | 0.2 | 17 | 10 |

(cont.)
| Compound | MT1-MMP act inh | FAS-TE inh | MLLE-PAM2 inh | eLon inh | MsrA inh | bovine MsrA act | Tb MetRS inh | SKN-1 inh | CendR NRP1 mod |
| --- | --- | --- | --- | --- | --- | --- | --- | --- | --- |
| Cc1cccn2c(=O)c(C=C(C#N)C#N)c(N3CCN(c4ccccc4)CC3)nc12 | -1 | 25 | 11 | 11 | 0.1 | 0 | 0.8 | 3 | -8 |
| COc1ccc(Cl)cc1NC(=O)CN1CCC(n2nnc3cc(C)ccc32)CC1 | -2 | 30 | 2 | -11 | 3.1 | -1 | 0.1 | -11 | 0 |
| O=C(COC(=O)Cn1cc(C(F)(F)F)ccc1=O)Nc1ccc(Br)cc1F | 2 | -7 | 1 | -3 | -0.2 | 0 | -0.5 | 18 | 2 |
| Cc1ccccc1OCCCn1c(CO)nc2ccccc21 | 0 | 1 | -5 | 4 | -1.2 | -3 | 0.1 | 1 | 6 |
| CC(=O)NN=C(C)c1ccc(NC(=O)C2CC2)cc1 | 1 | -4 | -2 | -3 | -0.3 | 5 | 1.0 | -2 | -2 |
| CC(C)N1CC(C(=O)Nc2ccc(Cl)cc2Cl)CC1=O (stereo not given) | -1 | -8 | -3 | -4 | 0.1 | -6 | -0.1 | -5 | -6 |
| Cc1cnc(C(=O)Nc2ccc(C(C)C)cc2)cn1 | -1 | 0 | -3 | -4 | 0.7 | -1 | -0.6 | -4 | -8 |
| CCOc1ccccc1NC(=O)CCC(=O)Nc1ccccc1OCC | -6 | -8 | -1 | -7 | 0.5 | -3 | -1.8 | -23 | 0 |
| Cc1c(C(=O)N2CCN(C(=O)c3ccco3)CC2)sc2nc(-c3ccc(F)cc3)cn12 | -1 | -5 | 6 | -7 | -0.2 | -1 | 0.0 | 5 | 5 |
| O=C(CSc1ncccc1C(=O)O)c1cccc(C(F)(F)F)c1 | 3 | -2 | 24 | -3 | 0.5 | -3 | 0.0 | 16 | 3 |
| CCOc1cc(NC(=O)c2ccccn2)c(OCC)cc1NC(=O)c1ccc(Cl)cc1 | 1 | -4 | -12 | -2 | -0.4 | -1 | -0.1 | 0 | 0 |
| O=C(NCc1ccncc1)C(=O)NCC1OCCN1S(=O)(=O)c1ccc(F)cc1 (stereo not given) | -5 | -4 | 4 | -6 | 0.9 | 0 | -0.1 | 16 | 9 |
| N#Cc1nc(-c2ccc(Cl)cc2)oc1N1CCCCC1 | -5 | 27 | -4 | -3 | 3.0 | -10 | -1.0 | 5 | -12 |
| COc1ccc(-n2c(Cn3nc(C(F)(F)F)cc3C)n[nH]c2=S)cc1 | 2 | -11 | -15 | -9 | -0.4 | 2 | 0.5 | -3 | 12 |
| O=C(c1ccc(-n2cccn2)cc1)N1CCc2ccccc2C1 | 1 | -1 | 4 | 3 | -1.3 | -12 | -0.9 | -11 | -9 |
| CN1CCN(S(=O)(=O)c2ccc(N3CCN(S(=O)(=O)c4cccs4)CC3)nc2)CC1 | 3 | -3 | -4 | -1 | 0.8 | -1 | -1.8 | -12 | -7 |
| CCOc1ccc(S(=O)(=O)N(CC(=O)NN=C2CCN(C)CC2)c2ccc(C)cc2)cc1 | -3 | -3 | 10 | 2 | -0.6 | -3 | -0.4 | 8 | 3 |
| COC(=O)c1cccc(CN2C(=O)C(C)Sc3cc(Cl)ccc32)c1 (stereo not given) | 1 | 31 | 2 | 14 | 0.2 | -4 | 0.0 | 1 | -3 |
| CCOC(=O)CSC1=Nc2ccccc2C2=NC(CC(=O)NCc3ccc(OC)cc3)C(=O)N12 (stereo not given) | 4 | 0 | -45 | 0 | 1.7 | -5 | -0.8 | -29 | 0 |
| COc1ccc(S(=O)(=O)NC(C)C(=O)N2CCCC2)cc1C (stereo not given) | -4 | -4 | 11 | 2 | -0.2 | -5 | -0.7 | 0 | 5 |
| Cc1ccc(-n2[nH]c(C)c(/C=N/c3ccccn3)c2=O)cc1 | 5 | 0 | 1 | 0 | 0.6 | -6 | -4.5 | 4 | -1 |
| CCOc1ccc(CCNC(=O)CCC(=O)N2CCOc3ccccc32)cc1OCC | 0 | -3 | 5 | -5 | 1.0 | 3 | 0.3 | -16 | -5 |
| CCc1cc2cc(C)cc(C)c2nc1Cl | 1 | 12 | 22 | -5 | 1.0 | -3 | -0.5 | -5 | 9 |
| CC(C)CCn1c(=O)c2ccccc2n2c(CCl)nnc12 | 2 | 9 | 10 | 12 | 3.1 | -8 | -0.6 | -5 | 4 |
| CN(c1ccc(Br)cc1)S(=O)(=O)c1ccc2[nH]cc(C(=O)NCCN3CCOCC3)c(=O)c2c1 | 2 | -8 | 9 | 0 | -1.1 | -2 | 3.1 | 17 | -10 |
